Screening results (PubChem)
GCN5L2 inh – GCN5L2 (KAT2A) acetyltransferase inhibition; Q92830; Potency, µM (doses to about 58.9 µM), for inactives: top-dose activity change, negative = inhibition, most hits filed as inhibitors; GCN5L2 HAT assay, ThioGlo1 CoA-SH fluorescence; hit rate 0.21% among 390,000
Target sequence (Q92830 whole entry, looked up): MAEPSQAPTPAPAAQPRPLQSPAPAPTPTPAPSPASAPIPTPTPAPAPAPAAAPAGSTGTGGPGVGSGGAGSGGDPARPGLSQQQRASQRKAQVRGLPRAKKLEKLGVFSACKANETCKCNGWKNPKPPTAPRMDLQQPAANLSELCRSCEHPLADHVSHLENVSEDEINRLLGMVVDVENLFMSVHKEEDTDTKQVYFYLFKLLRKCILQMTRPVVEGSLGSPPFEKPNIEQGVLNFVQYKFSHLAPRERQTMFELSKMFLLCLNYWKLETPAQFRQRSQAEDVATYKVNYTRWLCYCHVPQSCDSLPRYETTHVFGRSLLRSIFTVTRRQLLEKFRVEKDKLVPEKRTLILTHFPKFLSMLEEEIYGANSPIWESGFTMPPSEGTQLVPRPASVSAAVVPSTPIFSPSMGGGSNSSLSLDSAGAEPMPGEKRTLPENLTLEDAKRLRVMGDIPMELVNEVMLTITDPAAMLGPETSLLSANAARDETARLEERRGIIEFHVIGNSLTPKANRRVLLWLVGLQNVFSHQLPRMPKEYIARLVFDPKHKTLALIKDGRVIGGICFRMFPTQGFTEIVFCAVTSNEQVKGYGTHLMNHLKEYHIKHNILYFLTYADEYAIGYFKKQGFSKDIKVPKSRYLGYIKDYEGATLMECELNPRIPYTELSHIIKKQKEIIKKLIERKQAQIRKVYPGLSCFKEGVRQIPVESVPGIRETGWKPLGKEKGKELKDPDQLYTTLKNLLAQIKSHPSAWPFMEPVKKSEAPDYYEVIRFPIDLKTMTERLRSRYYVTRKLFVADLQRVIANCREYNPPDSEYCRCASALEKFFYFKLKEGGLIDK
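Compounds, pin-transferred from DMSO stocks, meet 20nM GCN5L2 for 15 min before the reaction begins with H3(1-25) peptide (75uM) and acetyl-CoA (70uM). Thiol-reactive ThioGlo1 reports CoA release over 20 min at room temperature.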
DT40 TDP1 no CPT – qHTS for Inhibitors of human tyrosyl-DNA phosphodiesterase 1 (TDP1): qHTS in cells in absence of CPT. hit rate 15% among 420,000. Potency, µM (doses to about 46.2 µM), inactives show at the highest dose activity change, negative = growth inhibition, hits mostly inhibitors. DT40 Tdp1-/- hTDP1 cells, no CPT, ATP luminescence, 48 h. AID 686978, 2013; further: nearly all actives have a fitted effect of over 55% in size
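Luminescent ATP content (CellTiter-Glo) served as the growth readout. Knockout chicken DT40 cells expressing human TDP1 were exposed to compounds without camptothecin for a minimum 48 hr at 37 °C.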
TDP1 cell CPT – growth inhibition of DT40 Tdp1-/-;hTDP1 cells with camptothecin (screen for TDP1 inhibitors); chicken DT40 Tdp1-/-;hTDP1 cells + 20 nM CPT, ATP luminescence, 48 h; Potency, µM (top dose mostly 46.2 µM), inactives show top-dose activity change, negative = growth inhibition, actives largely listed as inhibitors; hit rate 12% among 420,000; AID 686979; further: nearly all actives have a fitted effect of over 55% in size
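Chicken DT40 Tdp1-/- cells complemented with human TDP1, 400 cells/well, exposed to compounds plus 20 nM camptothecin for at least 48 h at 37 C; viability read as ATP content by CellTiter-Glo luminescence.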
Numbers without * were called inactive; u = inconclusive; x = not tested or not shown; [ ] = remark or other dose. The call rests on the fitted dose curve; in most records, active means well fitted curve in the direction sought with a large enough effect; inconclusive means small, poorly fitted or top-dose-only effect, or another doubt; inactive means no such curve, though single readings can be large; an effect the other way counts as inactive or inconclusive. On the % scale 0 is the no-effect control and ±100 the full control effect; potency means the concentration at half of the fitted maximal effect.

compound	TDP1 cell CPT	GCN5L2 inh	DT40 TDP1 no CPT
Cc1ccc(C(=O)CSc2nc3cc(C(=O)NC4CCCC4)ccc3c(=O)n2CC2CCCO2)c(C)c1 (stereo unspecified)	10.3µM*	13.8%	u
O=C1NC[C@H](CCCCN2C[C@H](Cc3ccc(O)cc3)N(CCc3ccccc3)C(=O)C2=O)N(CCc2ccccc2)C1=O	6.1%	x	-4.4%
Clc1ccc(Oc2nc3c(Cl)cccc3s2)cc1Cl	-6.1%	-3.3%	u
C=C(C)c1sc(-c2ccccc2)nc1C	-25.0%	x	-10.9%
CC(=O)N(CN1C(=O)c2ccc([N+](=O)[O-])cc2C1=O)c1cccc(C(=O)O)c1	11.2%	-2.6%	10.6%
Cc1ccc(CNC(=O)C2(C)CCN2C(=O)Cc2ccc(C(C)(C)C)cc2)cc1 (stereo unspecified)	16.4µM*	x	18.4µM*
COCCNc1ncncc1-c1c(C)noc1C	-10.2%	-9.1%	-3.6%
Cc1nc2ccc(NC(=O)c3cccc(S(=O)(=O)N4CC(C)OC(C)C4)c3)cc2s1 (stereo unspecified)	7.31µM*	-7.8%[0.501 µM]	11.6µM*
Cc1ccc(CNC(=O)c2cc(Sc3ccc(F)cc3F)nc3ccccc23)cc1	-26.7%	-2.7%	-23.0%
CN(C)c1ccnc(Nc2ccc(F)cc2)c1C#N	-12.6%	-6.4%	-0.2%
CCOc1ccccc1NC(=O)COc1cccc(-n2cnnn2)c1	-7.2%	-7.5%	-8.6%
O=S(=O)(Cc1cc(N2CCOCC2)nc(-c2ccccn2)n1)c1ccccc1	10.3µM*	0.6%	18.4µM*
O=C(CSc1nnc(-c2ccncc2)n1-c1ccccc1)Nc1ccc(Cl)c(Cl)c1	u	3.7%	-28.5%
COc1cccc(-n2c(=O)c3sc4ccccc4c3n(CC(=O)NC3CCCCC3)c2=O)c1	-15.1%	-0.6%	u
CC(=O)N1CCN(c2ccc(NC(=S)NC(=O)c3ccc(C)c([N+](=O)[O-])c3)cc2)CC1	-14.8%	-19.5%	u
FC(F)(F)c1ccccc1-c1nc(N2CCOCC2)c2ccccc2n1	-1.8%	u	-5.8%
Cc1[nH]c(=O)[nH]c(=O)c1S(=O)(=O)Nc1ccc(Cl)c([N+](=O)[O-])c1	4.0%	-13.3%	-22.0%
CCc1nnc(NC(=O)CCC(=O)N2CCCC(O)C2)s1 (stereo unspecified)	1.7%	1.8%	6.6%
Cn1c2ccccc2c2cc(C(=O)NNC(=O)CCl)sc21	3.66µM*	-12.3%	9.2µM*
COc1ccc(C(=O)NCCn2cc(SCC(=O)NCc3ccco3)c3ccccc32)cc1	7.31µM*	-2.0%	5.8µM*
CCc1ccccc1NC(=O)c1ccc(F)c(S(=O)(=O)N2CCN(c3ccccc3OC)CC2)c1	14.6µM*	-22.4%	13µM*
CCOC(=O)C1CCCN(Cc2cc(OC)c(O)c(OC)c2)C1 (stereo unspecified)	-4.4%	0.4%	-9.9%
COc1ccc(CCN2CCC(Nc3nc4ccccc4n3Cc3ccc(F)cc3)CC2)cc1	14.6µM*	-3.2%	7.31µM*
Cc1ccc(NC(=O)NCc2ccncc2)cc1Cl	2.8%	-1.1%	-19.0%
CCCCn1c(SCc2ccc(C(=O)OC)o2)nc2cc(S(N)(=O)=O)ccc21	3.26µM*	-6.8%	9.2µM*
CCN1C[C@@H]2[C@@H]3C(=O)N(Cc4ccccc4)C(=O)[C@@H]3[C@](C)(C(=O)OC)N2C1=NC1CCCCC1	-3.1%	3.9%	-8.0%
c1ccc(-c2nc(NCc3cccs3)c3ccccc3n2)cc1	-14.2%	-12.1%	u
CCN(C(=O)c1cc2c(s1)-c1c(C)cccc1OC2)c1ccccc1F	20.6µM*	-6.5%	20.6µM*
C=C(Br)CN1CCN(CC(=C)Br)CC1	u	-2.5%	u
CCNc1nc(SC(C(C)=O)C(C)=O)nc(N(C)C)n1	11.2%	-15.6%	-9.1%

For reference, some entries already given:
compound	TDP1 cell CPT	GCN5L2 inh	DT40 TDP1 no CPT
Cc1ccc(C(=O)CSc2nc3cc(C(=O)NC4CCCC4)ccc3c(=O)n2CC2CCCO2)c(C)c1 (stereo unspecified)	10.3µM*	13.8%	u
O=C1NC[C@H](CCCCN2C[C@H](Cc3ccc(O)cc3)N(CCc3ccccc3)C(=O)C2=O)N(CCc2ccccc2)C1=O	6.1%	x	-4.4%
Clc1ccc(Oc2nc3c(Cl)cccc3s2)cc1Cl	-6.1%	-3.3%	u
C=C(C)c1sc(-c2ccccc2)nc1C	-25.0%	x	-10.9%

Other compounds follow:
compound	TDP1 cell CPT	GCN5L2 inh	DT40 TDP1 no CPT
O=C(NCCc1ccccc1)C1CCN(S(=O)(=O)c2ccccc2)CC1	-2.3%	-13.7%	-10.0%
COCCCn1c(=O)c2ccccc2c2ccccc2c1=O	-5.2%	-2.0%	0.0%
CN(C(=O)C1CCC(=O)N(CCCN2CCCC2=O)C1)C(C1CC1)C1CC1 (stereo unspecified)	5.4%	1.4%	3.6%
CC(NC(=O)COC(=O)CNC(=O)C1CCCCC1)c1ccccc1 (stereo unspecified)	10.8%	-0.1%	3.6%
CCCCN(C)CCC(=O)Nc1ccc2c(c1)CCC2	u	-1.0%	u
CC(C)CC(=O)N1CCN(C(=O)c2cccc(F)c2)CC1	-3.0%	-1.7%	8.7%
CC1CCN(CCNC(=O)C2CCN(S(=O)(=O)c3cccc4nsnc34)CC2)CC1	-19.3%	-15.5%	17.1%
COc1ccc(OC)c(C2CC(=O)OC3=C2C(=O)CC(C)(C)C3)c1 (stereo unspecified)	-4.3%	4.4%	-14.6%
CCCCc1ccc(NC(=O)N[C@H](C(=O)O)C(C)CC)cc1 (stereo partly specified)	u	0.3%	10.3µM*
Cc1cc(C(=O)NCC(c2ccco2)N(C)C)no1 (stereo unspecified)	2.7%	-5.6%	-2.5%
COc1cccc(NS(=O)(=O)c2ccc(-n3cccn3)cc2)c1	u	-18.3%	5.8µM*
Cc1ccc(OCc2nnn(CC(=O)NS(=O)(=O)c3c(C)noc3C)c2-c2ccccc2)cc1	u	x	1.03µM*
CCOc1nc(-c2ccccc2)ccc1-c1noc(-c2cccnc2)n1	-14.3%	x	3.66µM*
COc1ccc(C(=O)Nc2cc(-c3ccccc3)nn2-c2ccccc2F)cc1	23.1µM*	1.2%	u
Cc1cc(C)c(SSc2nnnn2-c2ccccc2)c(C)c1	u	x	u
O=C(Cn1c2ncccc2c(=O)n1-c1ccccc1)Nc1ccc(F)c(F)c1	-11.2%	-13.1%	-13.5%
NC(=O)C1CCN(C(=O)c2ccc(Cl)c(NC(=O)c3cccs3)c2)CC1	5.5%	x	0.2%
O=C(NCc1ccccc1)C(c1cccnc1)N(C(=O)c1csnn1)c1ccccc1 (stereo unspecified)	0.9%	-26.5%	-3.4%
COc1cccc(/C=C/c2ccc3ccccc3[n+]2C)c1OC	u	x	u
NC(=O)CSc1n[nH]c(=O)n1CCc1ccccc1	9.1%	1.8%	0.7%
CC(C)CCNC(=S)Nc1ccccn1	u	-1.2%	23.1µM*
O=C(COC(=O)COc1ccccc1)Nc1ccc(OC(F)(F)F)cc1	-18.1%	-13.3%	-5.5%
CCCn1c(N)c(N2CCCCC2)c(=O)n(CC(=O)Nc2ccccc2C)c1=O	-8.4%	-2.0%	u
CC(=O)NNC(=O)c1sc(=S)n(C)c1C	0.0%	-2.6%	0.1%
CC(=O)N(NC(=O)c1ccccc1Cl)C1CC(=O)N(c2ccc(C)cc2)C1=O (stereo unspecified)	-2.6%	-4.4%	-0.5%
O=C(Nc1ccccc1C(=O)NCc1cccnc1)c1ccco1	0.2%	-5.8%	18.9%
COc1ccc(CNS(=O)(=O)NCc2ccccc2F)cc1	17.2%	-5.3%	0.3%
COc1ccc(-n2c(SCC(=O)N3CCC(C)CC3)nc3c([nH]c4ccccc43)c2=O)cc1	-1.8%	-2.8%	2.3%
O=C(CSc1nnc(-c2ccccc2)n1Cc1ccccc1)N1CCOCC1	-0.9%	2.3%	-11.2%
CCOC1=C/C(=C/c2c(N)n3nc(CC(=O)N4CCCCC4)sc3nc2=O)C=CC1=O	-30.9%	-4.9%	0.0%
CC(=O)Nc1cc(S(=O)(=O)Nc2ccccc2)c(C)cc1C	-5.8%	-18.7%	-27.2%
CC(=O)c1c(N2CCCC2)[nH]c(-c2ccccc2)nc1=S	u	-7.1%[0.501 µM]	u
C=CCNC(=O)C1CCN(c2ccc(S(=O)(=O)N3CCOCC3)cc2Cl)CC1	-9.3%	-0.8%	-29.2%
COC(=O)c1ccccc1NC(=S)NC(=O)COc1ccccc1Cl	3.2%	-15.4%	-5.9%
CCOC(=O)C1CCN(c2cc3c(cc2NC(=O)c2ccccc2F)n(C)c(=O)n3C)CC1	-24.4%	-16.1%	-14.8%
Cc1cc(C)cc(N(CC(=O)NCc2ccco2)S(=O)(=O)c2ccccc2)c1	-13.0%	-0.3%	-30.0%
O=C(COc1coc(CN2CCN(c3cccc(Cl)c3)CC2)cc1=O)NC1CCCC1	u	0.3%	14.6µM*
CCCCCCC(=O)Nc1ccc(Cl)cn1	-0.7%	x	u
Fc1cccc(CSc2nc(NCCc3ccccc3)c3ccccc3n2)c1	16.4µM*	-3.4%	23.1µM*
COc1ccc(OC)c(/C=N/NC(=O)c2ccc(=O)[nH]n2)c1	2.8%	1.9%	-10.5%
C[C@H](CO)N1C[C@H](C)[C@@H](CN(C)Cc2ccncc2)Oc2c(NC(=O)CCC(F)(F)F)cccc2C1=O	1.3%	-0.8%	-25.9%
Cc1ccnc(NC(=O)C2CC(=O)N(c3ccc4c(c3)OCCO4)C2)c1 (stereo unspecified)	-13.0%	-14.7%	10.4%
O=c1cc(-c2ccccc2)n2c(SCc3c(F)cccc3Cl)nnc2[nH]1	2.2%	-0.6%	-4.9%
O=C(COc1cc([N+](=O)[O-])cc2cccnc12)NCCC1=CCCCC1	u	-4.0%	u
COc1ccc(CCNC(=O)C2CC(=O)N(C3CCCCCCC3)C2)cc1OC (stereo unspecified)	-20.8%	-3.3%	0.3%
CCN(C(=O)COC(=O)c1cc2c(s1)CCC(C)C2)c1c(N)n(Cc2ccccc2)c(=O)[nH]c1=O (stereo unspecified)	16.4µM*	x	u
COc1ccc(CCNC(=O)CCS(=O)(=O)c2cc(Br)cc3c2N(C(C)=O)CC3)cc1OC	-0.8%	-6.8%	-12.9%
Cc1ccc(-c2cc(C(=O)Nc3cc(C(=O)O)ccc3C)c3ccccc3n2)cc1	8.3%	-4.9%	u
COc1cccc(C(=O)Nc2cccc3ccccc23)c1	u	-1.8%	u
Cc1noc(NS(=O)(=O)c2ccc(N/C=C\C(=O)c3ccc(Br)cc3)cc2)c1C	-11.5%	-23.0%	-8.5%
CCSc1nnc(NC(=O)[C@@H](NC(=O)c2ccc(C(C)(C)C)cc2)C(C)C)s1	25.9µM*	-10.5%	20.6µM*
COCCCN(C(=O)CSc1nc2ccccc2c(=O)n1C)c1c(N)n(Cc2ccccc2)c(=O)[nH]c1=O	-5.2%	x	u
C#CCOCCOCCOCCNc1nc(N2CCN(C(=O)Cn3cc(CCO)nn3)CC2)nc(N2CCN(C(=O)[C@H](Cc3ccc(O)cc3)n3cc(CCO)nn3)CC2)n1	-26.0%	x	-6.6%
COC(=O)c1ccc2c(=O)n(CC3CCCO3)c(SCC(=O)NCCc3ccc(S(N)(=O)=O)cc3)nc2c1 (stereo unspecified)	-19.3%	-6.9%	u
Cc1cc(C(=O)NCC2CCC3(CCN(Cc4ccc(-c5ccccc5)cc4)CC3)O2)n(C)n1 (stereo unspecified)	u	x	4.61µM*
O=C(NCCC(NS(=O)(=O)OCC(Cl)(Cl)Cl)c1ccccc1)C(F)(F)F (stereo unspecified)	u	0.9%	u
Cc1ccc(-n2ncc(C(=O)Nc3cc(Cl)ccc3Cl)c2C2CCNCC2)cc1	23.1µM*	1.4%	23.1µM*
CSc1ccc(CN(C)CC(=O)NC(=O)NCCC2=CCCCC2)cc1	u	-8.6%	u
C/C(=N\NC(=O)Nc1ccccc1)c1ccccc1	23.2%	-2.6%	6.0%
